# From PubChem BioAssay
# RORgamma inh = ROR gamma (mouse) transcription inhibition; P51450; Drosophila S2 Gal4-RORgamma UAS-luciferase reporter, 20 h; Potency, µM (series often up to 53.6 µM), for inactives: at the highest dose activity change, negative = inhibition, actives largely listed as inhibitors; hit rate 5.4% among 310,000; AID 2551; further: on the % scale 0 is the no-effect control and ±100 the full control effect; nearly all actives have a fitted effect of over 60% in size
# Target sequence (P51450 whole entry, looked up, the tested form may be a part): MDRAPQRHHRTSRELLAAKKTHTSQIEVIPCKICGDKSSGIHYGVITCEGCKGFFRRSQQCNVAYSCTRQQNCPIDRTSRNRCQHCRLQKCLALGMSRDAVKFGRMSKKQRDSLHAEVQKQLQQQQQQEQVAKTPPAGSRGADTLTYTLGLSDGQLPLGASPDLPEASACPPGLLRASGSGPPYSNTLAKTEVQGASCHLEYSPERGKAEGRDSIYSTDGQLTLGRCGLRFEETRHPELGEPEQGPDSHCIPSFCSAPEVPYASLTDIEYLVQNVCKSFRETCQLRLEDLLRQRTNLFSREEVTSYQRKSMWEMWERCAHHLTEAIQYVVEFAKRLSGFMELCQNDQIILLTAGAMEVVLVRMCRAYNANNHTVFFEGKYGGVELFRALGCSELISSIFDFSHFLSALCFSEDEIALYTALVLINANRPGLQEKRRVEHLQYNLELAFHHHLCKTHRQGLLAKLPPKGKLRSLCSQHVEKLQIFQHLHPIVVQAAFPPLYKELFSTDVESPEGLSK
#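 Using a luciferase readout, inhibitors were identified by reduced reporter activity in Drosophila cells coexpressing a copper-inducible Gal4–ROR gamma fusion and UAS-driven Photinus luciferase, incubated 20 hr after 700 uM copper sulfate.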
# uPA generation = blocks generation of uPA at the cell surface; cell surface uPA generation assay, qHTS; Potency, µM (highest dose often 38.3 µM), for the others: at the top dose activity change, negative = inhibition, usual class: inhibitors; hit rate 0.31% among 330,000; active means well fitted inhibition curve with a large enough effect; inconclusive means small, poorly fitted or top-dose-only effect; inactive means no such curve, though single readings can be large or run the other way; tested in mouse RAW 264.7 cells; further: on the % scale 0 is the no-effect control and ±100 the full control effect; nearly all actives have a fitted effect of over 55% in size
# Gal4-VP16 FLuc = Gal4-VP16 reporter inhibition counter-screen; Potency, µM (highest dose often 53.6 µM), for the others: at the top dose activity, negative = inhibition, hits mostly inhibitors; Drosophila S2 Gal4-VP16 UAS-luciferase, luminescence, 20 h; hit rate 3.5% among 310,000;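 further: Gal4-VP16 expression switched on by copper sulfate through the metallothionein promoter; on the % scale 0 is the no-effect control and ±100 the full control effect; nearly all actives have a fitted effect of over 50% in size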
# MLL CXXC-DNA inh = MLL CXXC-DNA interaction inhibition; Q03164; MLL-CXXC / FITC-HOXA9 DNA fluorescence polarization; Potency, µM (highest dose often 115 µM), for inactives: at the highest dose activity change, negative = inhibition, hits mostly inhibitors; hit rate 0.037% among 290,000; active means well fitted inhibition curve with a large enough effect in the polarisation, with a control signal flat, not every such curve was filed as active; inconclusive means small, poorly fitted or top-dose-only effect, or effect the other way, or a change in a side signal; inactive means no such curve, though single readings can be large or run the other way; the % refers to the polarisation
#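 Purified MLL-CXXC (added from a 7 uM solution) was preincubated 5 min at ambient with pinned compounds in 50 mM Tris-HCl pH 7.5, 50 mM NaCl, 1 mM DTT, 0.05% BSA. Fluorescein-labeled HOX-A9 DNA (50 nM solution) followed, 30 min, then polarization read.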
# BRCA1 expr up = BRCA1 expression activation; AID 624202; MCF7-BRCA1-FFLuc reporter, luminescence, 48 h; response scale: scaled: vehicle 0%, 10 µM genistein 100%; hit rate 1.1% among 380,000; Potency, µM (highest dose often 46.1 µM), inactives show top-dose activation, actives largely listed as activators; further: nearly all actives have a fitted effect of over 80% in size; some results filed as inactive show a strong effect at the top dose
#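 Luminescence from a BRCA1-driven firefly luciferase in MCF7 cells was the read-out, taken 15 min after substrate addition following 48 h compound exposure at 37 °C. Data were normalized to a 10 microM genistein control and DMSO vehicle.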
# Rab9 prom act = activators of Rab9 promoter | Potency, µM (top dose mostly 9.22 µM), inactives show top-dose activation, negative = inhibition, usual class: activators | hit rate 2.8% among 320,000 | Huh7 Rab9 promoter-luciferase reporter, luminescence, 24 h | AID 485297; further: % of control where 0% means no effect; nearly all actives have a fitted effect of over 60% in size
#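 Stable Rab9-luc Huh7, 1500 cells/well, 2 h settle; cmpd in DMSO, 24 h, 37 °C/5% CO2; luciferase reagent 10 min RT; luminescence.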
# p53 reactivation = restores transcriptional activity of mutant p53; H1299 p53-A138V BP100-luciferase reporter, luminescence, 24 h; Potency, µM (titrated, usually from 92.2 µM), for the others: at the highest dose activity change, positive = activation, usual class: activators; hit rate 0.063% among 320,000; further: % of control where 0% means no effect; nearly all actives have a fitted effect of over 45% in size
#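 H1299 (p53-null), stable ts p53-A138V + BP100-Luc; 1000 cells/well, Opti-MEM/10% FBS; cpd 4 pt, 1:5; 24 h, 37 deg C, 5% CO2; detection reagent 10 min RT; luminescence.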
# MBNL1-CUG inh = blocks human MBNL1 binding to CUG repeat RNA; TR-FRET MBNL1-His/biotin-(CUG)12 binding, 665/545 ratio; Potency, µM (titrated, usually from 57.5 µM), for inactives: at the top dose activity change, negative = inhibition, actives largely listed as inhibitors; hit rate 0.036% among 280,000; active means well fitted inhibition curve with a large enough effect in the signal ratio, with a control signal flat, not every such curve was filed as active; inconclusive means small, poorly fitted or top-dose-only effect, or effect the other way, or a change in a side signal; inactive means no such curve, though single readings can be large or run the other way; the % refers to the signal ratio; further: on the % scale 0 is the no-effect control and ±100 the full control effect
# Target sequence (Q9NR56 whole entry, looked up): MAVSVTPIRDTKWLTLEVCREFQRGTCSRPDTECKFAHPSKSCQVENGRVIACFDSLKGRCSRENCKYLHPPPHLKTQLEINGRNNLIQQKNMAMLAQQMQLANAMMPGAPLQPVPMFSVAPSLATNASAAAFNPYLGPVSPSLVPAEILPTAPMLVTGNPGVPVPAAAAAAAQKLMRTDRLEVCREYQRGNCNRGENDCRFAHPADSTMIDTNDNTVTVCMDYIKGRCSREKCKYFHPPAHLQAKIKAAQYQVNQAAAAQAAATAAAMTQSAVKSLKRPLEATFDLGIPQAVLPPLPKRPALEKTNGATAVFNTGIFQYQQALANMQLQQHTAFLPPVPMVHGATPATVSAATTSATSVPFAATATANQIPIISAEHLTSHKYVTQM
#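 Compound titration spanned 92 nM–58 uM against the MBNL1-His/biotin-(CUG)12 complex. After 60 min at room temperature with 5 nM streptavidin-XL665 and 0.055 ng/ul terbium anti-His, ratiometric 665/545 nm emission (Ex 340 nm) normalized to controls.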
# FLuc modulator = firefly luciferase modulation, counter-screen for miR-21 project | purified FLuc, Km substrates, luminescence inhibition | Potency, µM (highest dose often 57.5 µM), inactives show at the top dose activity change, negative = inhibition, actives largely listed as inhibitors | hit rate 6.9% among 360,000;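 further: plate controls were vehicle for no effect and reference inhibitor for full effect; nearly all actives have a fitted effect of over 55% in size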
#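 Purified P. pyralis luciferase (10nM final) with 10uM D-luciferin and 10uM ATP (Km levels) in 50mM Tris acetate pH 7.5, 10mM Mg acetate, 0.01% Tween-20, 0.05% BSA; qHTS 6-point titration, ~60 µM downward; luminescence read.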
# NPC1 promoter act = activators of NPC1 promoter; Huh7 NPC1 promoter luciferase reporter, 24 h; Potency, µM (series often up to 9.22 µM), without a hit: top-dose activation, hits mostly activators; hit rate 2.4% among 320,000; AID 485313;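 further: % of control where 0% means no effect; nearly all actives have a fitted effect of over 60% in size; reporter is driven by a mutant NPC1 promoter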
#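 Huh7 cells stably carrying NPC1 promoter–luciferase, plated in Opti-MEM with 10% FBS for 2 h, were exposed to compound in DMSO for 24 h at 37 °C; luciferase reagent was added for 10 min and luminescence read.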
# ELG1 genotoxic = inducers of genotoxicity in HEK293T ELG1-luciferase cells | HEK293T ELG1-luciferase reporter, luminescence, 16 h | Potency, µM (doses to about 46 µM), without a hit: at the top dose activity change, positive = activation, most hits filed as activators | hit rate 1.3% among 330,000; further: % of control where 0% means no effect; nearly all actives have a fitted effect of over 60% in size
#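 Cells (2,000/well) expressing the ELG1-luciferase fusion are dosed by pin tool and kept 16 hr at 37 °C, 5% CO2. Signal comes from ONE-Glo luciferase reagent after 30 min at room temperature.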
# The depositor's hits bear a star; ? = inconclusive; . = not tested or not shown; [ ] = another dose, or the depositor's remark. Unless noted, the call rests on the fitted dose curve; in most records, active means well fitted curve in the direction sought with a large enough effect; inconclusive means small, poorly fitted or top-dose-only effect, or another doubt; inactive means no such curve, though single readings can be large; an effect the other way counts as inactive or inconclusive. Potency means the concentration at half of the fitted maximal effect.
SMILES,RORgamma inh,uPA generation,Gal4-VP16 FLuc,MLL CXXC-DNA inh,BRCA1 expr up,Rab9 prom act,p53 reactivation,MBNL1-CUG inh,FLuc modulator,NPC1 promoter act,ELG1 genotoxic
CCN(C(=O)COC(=O)c1cn(-c2ccccc2)nc1-c1ccccc1)C1CCS(=O)(=O)C1 (stereo not given),5%,2%,-19%,-2%,30%,-1%,-3%,3%,24µM*,-3%,5%
COc1ccccc1N1CCN(CC(C)N(C(=O)C2CCCCC2)c2ccccn2)CC1 (stereo not given),10%,7%,2%,0%,-45%,6%,-5%,-7%,0%,4%,-6%
CCCN(C(=O)COC(=O)c1[nH]c(C)c(C(=O)OC)c1C)c1c(N)n(Cc2ccccc2)c(=O)[nH]c1=O,.,8%,.,.,-29%,-4%,-9%,.,3%,-3%,-1%
CCN(CC)C(=O)CSc1nnc(-c2ccccc2)n1-c1ccccc1,-14%,1%,-2%,-3%,-20%,5%,0%,0%,3%,13%,-6%
COc1cc(OC)c(NC(=O)Cc2ccc(OC)c(S(=O)(=O)N3CCOCC3)c2)cc1Cl,?,-7%,11%,-14%,-19%,5%,-13%,-9%,2%,-3%,-7%
O=C(N/N=C/c1ccc2c(c1)OCO2)c1ccn(Cc2ccc(Cl)cc2)n1,0%,-1%,15%,5%,2%,-1%,12%,-1%,?,17%,?
CCN(CC)S(=O)(=O)c1ccc2oc(Nc3ccc4c(c3)OCCO4)nc2c1,?,-12%,?,13%,-27%,-6%,1%,-5%,?,-1%,-8%
CS(=O)(=O)NCCSc1cc(C(F)(F)F)nc2ccccc12,4%,-14%,-3%,11%,7%,-1%,-3%,.,5%,0%,0%
Cc1cccc(CN(C)CCc2ccccn2)c1,-24%,.,2%,-1%,1%,-1%,3%,-1%,3%,-4%,-2%
CCOc1ncccc1C(=O)OCC(=O)N1CCN(S(=O)(=O)c2ccccc2)CC1,-26%,1%,4%,7%,1%,4%,-12%,19%,1%,0%,1%
COc1ccc(C2C(C(=O)c3sc(C)nc3C)=C(O)C(=O)N2CCN2CCOCC2)cc1 (stereo not given),0%,-1%,-4%,-10%,19%,10%,19%,?,-4%,4%,1%
Cc1c(-c2nn(C)c(=O)c3ccccc23)oc2ccc(F)cc2c1=O,-26%,-4%,0%,-6%,-27%,1%,14%,15%,0%,9%,-1%
CN(C)S(=O)(=O)c1cccc(C(=O)OCC(=O)NCc2ccc3c(c2)OCO3)c1,7%,43%[activator],-14%,14%,-3%,1%,-1%,-2%,0%,-4%,-1%
CCCc1cc(NCCN(C)C)n2c(nc3ccccc32)c1C#N,-19%[1.91 µM],-9%,-7%,1%,22%,0%,.,5%,4%,2%,-2%
N#Cc1ccc(C(=O)Nc2cc(C3CC3)nn2-c2ccccc2)cc1,.,8%,.,.,-9%,-4%,8%,.,-2%,-1%,0%
COc1cc(C(=O)NCc2ccccc2)cc(Br)c1OC,42%,1%,-20%,2%,-5%,-1%,-14%,?,-3%,-7%,0%
Cc1cc(C)n(-c2ccc(C(F)(F)F)cc2[N+](=O)[O-])n1,-2%,0%,1%,9%,-13%,2%,1%,6%,0%,-1%,29%
CC1Cc2ccccc2N1C(=O)CNc1ccccc1N1CCCCC1 (stereo not given),3%,4%,0%,3%,-24%,1%,1%,-1%,-9%,0%,6%
Cc1ccc(C(c2cc(Cl)c3cccnc3c2O)N2CCN(C)CC2)cc1 (stereo not given),1.3µM*,-1%,0.71µM*,9%,-93%[inhibitor],14%,-22%,32%[activator],-3%,-8%,-7%
O=C(Cn1cc(C(=O)c2ccco2)c2ccccc21)Nc1ccccc1,1%,-7%,12%,-1%,-22%,-2%,-10%,-3%,?,6%,1%
O=C(O)CCCC(=O)Nc1ccc(Oc2ncnc3cc(Cl)ccc23)nc1,0%,-3%,5%,-7%,-12%,0%,5%,.,6%,-8%,0%
CN(Cc1nc2ccccc2c(=O)[nH]1)C(=O)c1cc(C2CC2)nn1-c1ccccc1,.,20%,.,.,-6%,1%,-11%,.,-23%,-2%,-3%
COc1cc(CN(C)Cc2ccccc2)cc(OC)c1O,6%,3%,?,7%,-4%,-4%,-5%,-3%,6%,-2%,-1%
COc1ccccc1NCC(=O)c1ccc(C)c(C)c1,30%,1%,4%,1%,2%,-1%,15%,-7%,17µM*,2%,0%
CN(C)c1ccc(-c2sc(Nc3ccccc3)n[n+]2-c2ccc(F)cc2)cc1,14µM*,10%,3%,63%[activator],-25%,1%,10%,139%[activator],-25%,5%,-3%

# (cont.)
SMILES,RORgamma inh,uPA generation,Gal4-VP16 FLuc,MLL CXXC-DNA inh,BRCA1 expr up,Rab9 prom act,p53 reactivation,MBNL1-CUG inh,FLuc modulator,NPC1 promoter act,ELG1 genotoxic
CC(C(=O)OCC(=O)Nc1cccc(S(=O)(=O)N2CCOCC2)c1)N1C(=O)c2ccccc2C1=O (stereo not given),1%,2%,0%,11%,-1%,-3%,-2%,-5%,-4%,-1%,0%
CC(C)(C)c1ccc(Oc2cccc(C3CC(=O)C(C4NCCc5ccccc54)C(=O)C3n3cncn3)c2)cc1 (stereo not given),-23%,2%,-5%,2%,-3%,3%,12%,6%,-17%,0%,-5%
COCCNC(=O)/C(C#N)=C/c1ccc(OCc2ccccc2)cc1,?,0%,-7%,-1%,66%,-2%,-2%,1%,?,-2%,0%
O=C(c1cnc(-c2ccc(Cl)cc2)s1)c1ccc(Cl)cc1Cl,45%,3%,1%,0%,37%,6%,3%,1%,-20%,-1%,7%
Cc1occc1C(=O)NNS(=O)(=O)c1ccc(Cl)cc1,36%,-1%,?,6%,-3%,-1%,-13%,-43%,3%,0%,-4%
COc1ccc2c(C)cc(N3CCN(c4ccc(F)cc4)CC3)nc2c1,20%,-13%,11%,8%,-86%,-4%,-5%,4%,-2%,8%,-8%
Fc1cccc(NC(=S)NCc2cccnc2)c1,-23%,0%,-15%,?,-6%,-2%,-13%,-12%,-2%,0%,0%
Clc1cccc(Cn2ncc3ccccc32)c1,1%,-3%,-23%,-9%,-7%,-3%,11%,-6%,-6%,-3%,-2%
Cc1c(NC(=S)NC(NC(=O)C(C)(C)C)C(Cl)(Cl)Cl)c(=O)n(-c2ccccc2)n1C (stereo not given),-1%,5%,10%,-1%,6%,-4%,8%,-7%,0%,-2%,2%
CC(C)(C)NC(=O)Cn1c(=O)n(CC(=O)NC(C)(C)C)c2ccccc21,-10%,1%,-9%,-7%,-11%,-4%,3%,-11%,-1%,-4%,0%
CN(C(=O)CSc1nc(C2CC2)nc2ccccc12)c1nc(-c2ccccc2)cs1,-36%,0%,-11%,-5%,3%,-5%,1%,3%,1%,-4%,3%
CCN(CC)CCNC(=O)c1c(O)c2cccc3c2n(c1=O)CCC3,4%,-15%,-1%,-9%,-65%,5%,7%,-8%,0%,16%,-7%
COc1ccc(-c2noc(COc3ccc4c(c3)OCO4)n2)cc1,23%,20%,-11%,4%,30%,2%,-3%,6%,5%,-4%,0%

# Part of the list above in order of count of non-hydrogen atoms, descending:
SMILES,RORgamma inh,uPA generation,Gal4-VP16 FLuc,MLL CXXC-DNA inh,BRCA1 expr up,Rab9 prom act,p53 reactivation,MBNL1-CUG inh,FLuc modulator,NPC1 promoter act,ELG1 genotoxic
CC(C)(C)c1ccc(Oc2cccc(C3CC(=O)C(C4NCCc5ccccc54)C(=O)C3n3cncn3)c2)cc1 (stereo not given),-23%,2%,-5%,2%,-3%,3%,12%,6%,-17%,0%,-5%
COc1cc(OC)c(NC(=O)Cc2ccc(OC)c(S(=O)(=O)N3CCOCC3)c2)cc1Cl,?,-7%,11%,-14%,-19%,5%,-13%,-9%,2%,-3%,-7%
Cc1cc(C)n(-c2ccc(C(F)(F)F)cc2[N+](=O)[O-])n1,-2%,0%,1%,9%,-13%,2%,1%,6%,0%,-1%,29%

# Only MBNL1-CUG inh and MLL CXXC-DNA inh, for some of the entries so far:
Molecule,MBNL1-CUG inh,MLL CXXC-DNA inh
CC(C)(C)NC(=O)Cn1c(=O)n(CC(=O)NC(C)(C)C)c2ccccc21,-11%,-7%
CC(C)(C)c1ccc(Oc2cccc(C3CC(=O)C(C4NCCc5ccccc54)C(=O)C3n3cncn3)c2)cc1 (stereo not given),6%,2%
Clc1cccc(Cn2ncc3ccccc32)c1,-6%,-9%
Fc1cccc(NC(=S)NCc2cccnc2)c1,-12%,?

# Not all compounds are listed; count on the stated rates, not on these rows.
